MITF inh = MITF inhibitors, primary screen, biochemical, AlphaScreen, human; Microphthalmia-associated transcription factor (Homo sapiens), O75030; AlphaScreen MITF homodimerization, bead proximity signal; inhibition, % at 2.6 µM; 650,000 tested, 0.91% active; in the data active = inhibition above about 50%;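 note: 0% = vehicle wells with protein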
GPR151 activ = activators of human GPR151, primary screen, cell-based, PathHunter beta-arrestin, luminescence; G-protein coupled receptor 151 (Homo sapiens), Q8TDV0; PathHunter beta-arrestin GPR151 cells; activation, % at 11.2 µM; 650,000 tested, 1% active; in the data active = activation above about 4.9%;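 note: 0% = median of compound wells and 100% = cells with positive control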
Target sequence (Q8TDV0 whole entry, looked up): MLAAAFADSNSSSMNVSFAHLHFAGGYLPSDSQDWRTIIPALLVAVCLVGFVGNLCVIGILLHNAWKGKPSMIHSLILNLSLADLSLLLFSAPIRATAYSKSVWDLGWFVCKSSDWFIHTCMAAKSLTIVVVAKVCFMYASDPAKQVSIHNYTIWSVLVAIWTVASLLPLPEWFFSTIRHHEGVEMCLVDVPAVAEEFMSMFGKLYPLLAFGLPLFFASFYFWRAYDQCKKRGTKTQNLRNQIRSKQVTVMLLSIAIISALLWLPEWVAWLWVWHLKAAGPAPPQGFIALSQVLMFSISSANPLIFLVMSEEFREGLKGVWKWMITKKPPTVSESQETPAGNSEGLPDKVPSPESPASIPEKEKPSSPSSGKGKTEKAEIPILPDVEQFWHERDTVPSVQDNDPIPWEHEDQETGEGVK
FBW7 activator = FBW7 E3 ligase activators, primary screen, biochemical, AlphaScreen, human; F-box/WD repeat-containing protein 7 (Homo sapiens), Q969H0; AlphaScreen FBW7–phospho-cyclin E peptide binding, activator screen; normalized activity (activation), % at 26.1 µM; 650,000 tested, 0.13% active; AID 1259310, 2017; in the data active = normalized activity above about 1.9%;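 note: purified mutant Fbw7 with reduced substrate affinity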
Target sequence (Q969H0 whole entry, looked up): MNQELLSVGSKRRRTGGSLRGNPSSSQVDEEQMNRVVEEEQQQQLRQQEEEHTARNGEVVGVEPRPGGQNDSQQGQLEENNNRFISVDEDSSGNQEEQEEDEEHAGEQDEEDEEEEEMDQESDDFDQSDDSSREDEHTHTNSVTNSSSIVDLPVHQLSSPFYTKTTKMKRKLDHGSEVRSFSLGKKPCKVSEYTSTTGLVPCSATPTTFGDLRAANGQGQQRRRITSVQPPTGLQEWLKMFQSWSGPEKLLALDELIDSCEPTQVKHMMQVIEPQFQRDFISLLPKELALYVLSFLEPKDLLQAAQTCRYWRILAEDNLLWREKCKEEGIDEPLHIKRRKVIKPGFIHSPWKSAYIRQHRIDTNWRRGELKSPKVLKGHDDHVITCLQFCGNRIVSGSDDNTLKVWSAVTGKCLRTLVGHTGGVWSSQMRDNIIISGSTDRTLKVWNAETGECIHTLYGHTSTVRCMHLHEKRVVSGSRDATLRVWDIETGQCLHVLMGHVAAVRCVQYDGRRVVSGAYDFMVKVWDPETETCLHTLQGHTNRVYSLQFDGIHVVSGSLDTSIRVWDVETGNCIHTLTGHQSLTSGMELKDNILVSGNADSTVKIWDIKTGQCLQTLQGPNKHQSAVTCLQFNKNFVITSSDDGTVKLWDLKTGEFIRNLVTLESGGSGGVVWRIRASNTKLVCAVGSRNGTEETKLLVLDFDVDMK
TEAD-YAP block = TEAD-YAP interaction inhibition, primary screen, TEAD-YAP interaction inhibitor project, luminescence, HEK-TIYL cells | TEAD-Gal4/YAP UAS-luciferase luminescence | inhibition, % at 9.12 µM | 640,000 tested, 1.4% active | AID 1259422, 2018; in the data active = inhibition above about 32%;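 note: 0% = median of test compound wells and 100% = reference inhibitor wells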
Numbers without * were called inactive; & = joins results of further samples. This is a random part of the collection; 3.4% or so of the library scored in one or more.

SMILES	MITF inh	GPR151 activ	FBW7 activator	TEAD-YAP block
O=C(CCS(=O)(=O)c1cccc2nonc12)N1CCc2ccccc21	18	-0.7	0.1	4
NC(=O)c1ccsc1NC(=O)c1ccccc1	2	-0.2	0.0	-46
CCOc1ccc(-n2c(SCC(=O)NC(C)(C)C)nnc2-c2ccncc2)cc1	5	-0.2	-0.1	5
O=C(O)C1CCC(CN(Cc2cccc(Br)c2)C(=S)Nc2ccccc2F)CC1 (configuration not stated)	7	0.0	0.1	11
Cc1ccc2sc(-c3ccc(NC(=O)C(C)(C)C)cc3)nc2c1	-5	0.1	0.0	37*
CC1(C)CC(=O)C(C=Nc2ccc(F)cc2)=C(O)C1	10	0.1	0.8	-2
COc1ccc(/C=C/CN2CCc3nnc(CNC(=O)c4cc(C)oc4C)n3CC2)cc1	2	0.5	0.1	13
Cc1cc(C(=O)NNC(=O)[C@H](C)NC(=O)c2ccc(Br)cc2)c(C)o1	4	-1.1	-0.1	-3
COc1ccc(C(=O)Nc2ccc3c(c2)OC2(CCCCC2)O3)c(OC)c1OC	18	1.3	-0.1	-1
C=CCN(CC=C)CC(O)CN(c1ccc(C)cc1)S(=O)(=O)c1ccc2ccccc2c1 (configuration not stated)	13	0.9	-0.1	0
CCCOc1ccc(C(=O)OCCN(CC)CC)c(O)c1	11	-0.3	0.1	5
Cc1ccccc1N1C(=O)CN(C(=O)c2cn3ccccc3n2)CC1C (configuration not stated)	21	3.8	0.4	3
CN(C)c1ccc(C(=O)Nc2ncc(S(=O)(=O)c3ccc([N+](=O)[O-])cc3)s2)cc1	8	-0.3	-0.1	5
CN(CCCN=Cc1cc([N+](=O)[O-])ccc1O)c1ccccc1	7	0.2	0.4	3
CCOC(=O)c1cc(S(=O)(=O)NCCc2sccc2C)cn1C	3	1.4	0.1	11
C=CCN1C(=O)C2C(C(=O)NC)C3(C)C=CC2(O3)C1C(=O)NCc1ccc(OC)cc1 (configuration not stated)	3	0.4	0.3	-7
Cc1cc(C)n(NC(=O)c2cc(-c3ccc(F)cc3)nc3ccccc23)c(=O)c1C#N	7	1.3	0.9	-2
OCc1nc2ccccc2n1CCCOc1ccccc1	8	-0.6	-0.1	-3
COc1ccc(-c2nnc3ccc(SCC(=O)Nc4ccc(C)cc4)nn23)cc1	6	-0.3	0.1	-1
Cc1ccc(NC(=O)CSc2nnc(NC(=O)C(C)C)s2)cc1	-2	0.0	0.0	3
O=C(NNC(=O)C1COc2ccccc2O1)c1ccccc1 (configuration not stated)	2	-0.2	0.3	10
COc1cc(OC)nc(NC(=S)Nc2ccc(F)cc2)n1	5	-0.5	-0.1	-5
N#CC1(C#N)[C@@H]2C=Cc3cc(Cl)ccc3N2[C@@H](C(=O)c2ccccc2)[C@@H]1c1ccccc1Cl	2	2.1	-0.1	7
Cc1cc(C)n2c(SCC(=O)N(C(C)C)C(C)C)nnc2n1	5	0.5	-0.1	-5
O=C(NCCN1CCOCC1)c1cccc(NCc2ccc3c(c2)OCO3)n1	17	3.3	0.0	2

Among those listed so far, 2 contain a furan ring, fused or not.
SMILES	MITF inh	GPR151 activ	FBW7 activator	TEAD-YAP block
COc1ccc(/C=C/CN2CCc3nnc(CNC(=O)c4cc(C)oc4C)n3CC2)cc1	2	0.5	0.1	13
Cc1cc(C(=O)NNC(=O)[C@H](C)NC(=O)c2ccc(Br)cc2)c(C)o1	4	-1.1	-0.1	-3

Pulled one by one from the entries so far:
SMILES	MITF inh	GPR151 activ	FBW7 activator	TEAD-YAP block
CC1(C)CC(=O)C(C=Nc2ccc(F)cc2)=C(O)C1	10	0.1	0.8	-2
Cc1ccc(NC(=O)CSc2nnc(NC(=O)C(C)C)s2)cc1	-2	0.0	0.0	3

Remaining list, next part.
SMILES	MITF inh	GPR151 activ	FBW7 activator	TEAD-YAP block
CCOC(=O)c1[nH]c(C)c(C(=O)NCC(C)C)c1C	18	-0.8	0.1	-7
OCCC1CN(Cc2nc3ccc(F)cc3[nH]2)CCN1C1CCCC1 (configuration not stated)	9	-1.4	0.1	3
CCOC(=O)N1CCN(c2ccc3nnc(-c4ccccc4)n3n2)CC1	8	3.4	0.3	17
CCCCNc1nc2c(-c3ccc(F)cc3)nnn2c2ccccc12	2	-0.7	0.0	-1
Cc1ccccc1C(=O)NC(C)c1nnc2n1CCN(Cc1ccc(F)cc1)CC2 (configuration not stated)	3	6.5*	-0.2	-1
Cc1ccc(/C=C2\SC(=S)N(c3cccc(O)c3)C2=O)o1	13	-1.9	-0.1	-2
COc1ccccc1Nc1nnc(SC(C)C(=O)NC2CC2)s1 (configuration not stated)	-7	-4.5	-0.3	-6
O=C(N/N=C/c1ccccc1F)c1cccc2ccccc12	18	1.2	0.5	-8
Cc1cc2c(cc1C)NC(CC(=O)NC1CCCCC1)C(=O)N2 (configuration not stated)	-15	2.4	-0.1	7
COC(=O)C1C(c2ccccc2)C(C(=O)N2CCN(C)CC2)C1c1ccccc1 (configuration not stated)	12	-0.7	0.2	13
O=C(OCc1ccc(COC(=O)c2ccccn2)cc1)c1ccccn1	-3	-2.0	-0.3	8
CC(=O)Oc1ccc(NC(=O)CSCc2c(Cl)cccc2Cl)c(C(=O)O)c1	-5	-1.2	0.0	-10
COc1ccc(C)cc1Nc1nc(-c2ccccc2F)nc2ccccc12	2	1.1	0.0	15
CC/C(Cc1ccccc1)=N/NC(=O)c1cccc([N+](=O)[O-])c1	6	0.3	0.2	-16
Cn1nccc1Nc1ncc(C(=O)NC2CCN(Cc3ccccc3)CC2)s1	-5	1.7	-0.1	0
OCCC1CN(Cc2ccc(C(F)(F)F)cc2)CCN1C1CCCC1 (configuration not stated)	-3	-1.1	-0.2	-16
Cc1ccc(C)c(Cc2c(C)nc3c(C(=O)NCCc4ccc(Cl)cc4)cnn3c2C)c1	-1	1.0	0.0	-13
O=C(COC(=O)Cc1cn2ccsc2n1)Nc1ccc2c(c1)C(=O)c1ccccc1C2=O	-2	1.3	-0.1	4
CN(C)c1ccc(/C=C2\SC(=Nc3ccc4ccccc4c3)N(C3CCCCC3)C2=O)cc1Br	-2	-1.5	0.9	4
COC(=O)c1c([N+](=O)[O-])cnn1C	2	-0.4	-0.1	-12
CCc1cc2c(C)cc(=O)oc2cc1OCC(=O)NCCCC(=O)O	4	-2.0	0.1	-18
CCOC(=O)COc1ccc(C(C2=C(O)CC(C)(C)CC2=O)C2C(=O)CC(C)(C)CC2=O)cc1 (configuration not stated)	-16	0.1	0.0	2
Cc1c(NC(=O)Nc2ccc(Cl)c(Cl)c2)sc(=S)n1C	2	-0.3	-0.4	8
COC(=O)Nc1ccc(S(=O)(=O)NC(C)=O)cc1	17	0.1	-0.1	-6
COc1cc2c(cc1OC)C(COc1ccccc1OC)N(C(=O)c1ccc(Br)o1)CC2 (configuration not stated)	2	-0.6	-0.1	-25
SMILES	MITF inh	GPR151 activ	FBW7 activator	TEAD-YAP block
COCCn1c(-c2ccc(OC)cc2)cnc1SCC(=O)Nc1cc(C)on1	17	-1.0	0.3	6
CC(O)CNCCOc1cccc([N+](=O)[O-])c1 (configuration not stated)	40	0.4	0.1	3
COC(=O)CNC(=O)c1cn(-c2ccccc2)nc1-c1ccc(F)cc1	0	0.7	0.0	-9
CCOc1ccc(NC(=O)c2sc3nc(C)nc(N(CC)CC)c3c2C)cc1	22	2.3	-0.1	-16
COc1cc(SC)ccc1C(=O)Nc1ccc(Cc2ccncc2)cc1	6	-0.9	0.3	10
O=C(Nc1nnc(CCS(=O)(=O)c2ccc(Br)cc2)s1)c1ccc(Cl)cc1	-8	-0.3	-0.1	-5
Cc1[nH]nc(NC(=O)CCCC(=O)c2ccccc2)c1Br	5	3.7	0.0	3
CCOc1ccc(NS(=O)(=O)c2ccc(NC(=O)c3ccccc3C(=O)O)cc2)cc1	9	0.4	0.1	10
COc1ccccc1-c1c(C#N)c(N)nc2c1CCCCC2	7	2.1	0.3	-13
CCOc1cc(-c2nn(CN3CCOCC3)c(=S)o2)cc(OCC)c1OCC	-2	-1.3	-0.1	-7
COCCN1C(=O)c2ccccc2C(C(=O)Nc2nc3ccccc3s2)C1c1ccc(F)cc1 (configuration not stated)	29	-1.3	0.6	-8
CCN=C1SC(C(=O)Nc2ccc(C(=O)O)cc2)CC(=O)N1CC (configuration not stated)	-2&7	-0.3&0.9	0.1&0.0	-1&11
COC(=O)c1ccc(S(=O)(=O)Nc2cc3c(cc2C(C)=O)OCO3)cc1	19	-1.0	0.0	-4
CC(C)(C)c1[nH]nc2c1C(c1c(Cl)cccc1Cl)C(C#N)=C(N)O2 (configuration not stated)	5	0.9	0.1	16
CCCCNC(=O)CSc1nc2ccccc2c(=O)n1CCCC(=O)NCc1cccc(Cl)c1	-6	0.1	0.4	-6
COc1ccc([N+](=O)[O-])cc1C1=N/C(=C/c2ccccc2)C(=O)O1	1	-0.9	0.0	4
FC(F)(F)c1cccc(CNc2nc(NCc3cccnc3)nc3c2ncn3-c2ccccc2)c1	-8	0.5	-0.2	48*
COc1ccc(CCn2nnnc2CN2CCN(c3cccc(Cl)c3)CC2)cc1OC	-6	-0.6	0.1	-13
O=c1[nH]c(=O)n(CCc2ccc(F)cc2)c(O)c1C=Nc1ccc(Cl)cc1	1	-1.0	-0.2	5
Cc1ccc(-c2nn3c(C)nnc3s2)cc1NC(=O)c1ccc(Br)o1	3	-0.5	-0.1	7
N#C/C(=C/c1ccc(C(=O)O)cc1)C(=O)Nc1ccc(Cl)cc1	10	0.3	0.2	-7
COc1cccc(CNC(=O)CCC2CCCN(c3ccnc(SC)n3)C2)c1 (configuration not stated)	8	-1.1	0.1	1
O=C1CCCN1CCn1cnc2c(Nc3ccc(N4CCOCC4)cc3)nc(Nc3ccncc3)nc21	10	1.4	-0.1	3
COc1cc(C)ccc1OCCCON1C(=O)CCC1=O	4	-1.4	0.4	6
Cn1cnc([N+](=O)[O-])c1Nc1cccc(O)c1	-1	-0.6	0.1	9

5 compounds from above, reduced to MITF inh, FBW7 activator and TEAD-YAP block.
smiles	MITF inh	FBW7 activator	TEAD-YAP block
FC(F)(F)c1cccc(CNc2nc(NCc3cccnc3)nc3c2ncn3-c2ccccc2)c1	-8	-0.2	48*
COc1ccc(CCn2nnnc2CN2CCN(c3cccc(Cl)c3)CC2)cc1OC	-6	0.1	-13
O=c1[nH]c(=O)n(CCc2ccc(F)cc2)c(O)c1C=Nc1ccc(Cl)cc1	1	-0.2	5
Cc1ccc(-c2nn3c(C)nnc3s2)cc1NC(=O)c1ccc(Br)o1	3	-0.1	7
N#C/C(=C/c1ccc(C(=O)O)cc1)C(=O)Nc1ccc(Cl)cc1	10	0.2	-7

Continued:
SMILES	MITF inh	GPR151 activ	FBW7 activator	TEAD-YAP block
COC(=O)c1cc2oc(C)cc2n1CC(=O)N1CCCc2ccccc21	14	-0.3	-0.2	4
COC(=O)C1=C(C)Nc2ncnn2C1c1ccc(OCC(=O)N2CCOCC2)c(OC)c1 (configuration not stated)	6	-0.2	0.0	0
Cc1nnc(SCC(=O)O)n1-c1ccc(C#N)cc1	9	-0.6	0.0	1
COc1ccccc1-c1coc2cc(OC(=O)c3ccccc3)ccc2c1=O	2	-0.9	0.2	4
CN(C)S(=O)(=O)c1ccc(S(=O)(=O)NCc2ccccc2F)cc1	-15	-0.7	0.0	6
CCc1ccc(OCc2nnc(NC(C)=O)s2)cc1	-1	-0.7	-0.1	-45
O=C1CSC(=Nc2ccc3ccccc3c2)N1	18	-1.0	0.4	-11
Cc1cccc(-c2nnc(NC(=O)c3ccc(C(C)(C)C)cc3)s2)c1	-6	1.2	0.2	5
Cc1cc(N2CC(C)OC(C)C2)nc2ccccc12 (configuration not stated)	-11	-2.5	0.0	5
N#Cc1ccc(C2Nc3cc(Cl)c(S(N)(=O)=O)cc3S(=O)(=O)N2)cc1 (configuration not stated)	-3	1.3	-0.1	-6
COc1cccc(CN(CCN(C)C)C(=O)Nc2ccc(-c3cn[nH]c3)cn2)c1	10	1.4	-0.2	7
CN(C)c1ccc(NC(=O)Nc2cccc3ccccc23)cc1	13	4.7	-0.3	-12
CCOc1ccc(-c2csc(NC(=O)CCCOc3ccc(CC)cc3)n2)cc1	6	-0.3	-0.2	2
CC(=O)Nc1nc(C)c(-c2cn3ccccc3n2)s1	-18	0.3	0.2	-14
Cc1cc(C)c2cc(C#N)c(SCC(=O)N3CCOCC3)nc2c1	10	-0.3	0.0	-20
COc1ccc(N/N=C(/C#N)C(=N)N2CCOCC2)cc1	4	-0.4	0.0	-12
COc1ccc(C(=O)C(C)OC(=O)c2cc3cccc(OC)c3oc2=O)cc1 (configuration not stated)	-14	0.3	0.2	1
O=c1nc(SCc2ccc(Br)cc2)c2c([nH]1)CCCC2	22	-1.0	0.0	6
[O-]/[N+](=C/c1ccc(C(F)(F)F)cc1)c1ccccc1	4	-0.6	0.0	-1
Cc1cccc(CSc2ccc3nnc(-c4ccncc4)n3n2)c1	14	-0.1	0.2	-12
COC(=O)c1ccc(/C=C(\C#N)C(=O)NCc2ccco2)cc1	5	-1.3	0.0	-12
COc1ccc(CC2(CO)CCN(Cc3cccc4nccnc34)CC2)cc1	13	-0.9	0.0	-1
COC(=O)C(NC(=O)CC1(CC(=O)O)CCCC1)C(C)C (configuration not stated)	23	-0.4	0.6	5
Cc1ccc2occ(CC(=O)Nc3ccc(S(=O)(=O)Nc4nccs4)cc3)c2c1	-3	-0.8	0.0	-9
COc1cc(/C=N\n2nnnc2N)cc(OC)c1OC	13	1.8	-0.2	3
